CHO-K1 Ca PAM = nonselective activator or artifact in parental CHO-K1 calcium assay; activation, % at 3 µM; ATP EC20, Fluo-8 calcium fluorescence; 0% at ATP EC20, 100% at ATP max; 360,000 tested, 0.02% active;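 active = activation above the run cutoff, the mean activation of all test compounds plus 3 SD, cut at about 40% in these data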;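 also: peak over basal fluorescence ratio in a 140 s read after ATP addition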
TAAR1 ag = agonists of human TAAR1 | CHO RD-HGA16 TAAR1, Fluo-8 calcium fluorescence; vehicle wells 0%, saturating PEA agonist 100% | activation, % at 3 µM | 360,000 tested, 0.99% active;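 active = activation above the mean activation of all test compounds in the run plus 3 SD, cut at about 38% in these data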
Target sequence (Q96RJ0 whole entry, looked up): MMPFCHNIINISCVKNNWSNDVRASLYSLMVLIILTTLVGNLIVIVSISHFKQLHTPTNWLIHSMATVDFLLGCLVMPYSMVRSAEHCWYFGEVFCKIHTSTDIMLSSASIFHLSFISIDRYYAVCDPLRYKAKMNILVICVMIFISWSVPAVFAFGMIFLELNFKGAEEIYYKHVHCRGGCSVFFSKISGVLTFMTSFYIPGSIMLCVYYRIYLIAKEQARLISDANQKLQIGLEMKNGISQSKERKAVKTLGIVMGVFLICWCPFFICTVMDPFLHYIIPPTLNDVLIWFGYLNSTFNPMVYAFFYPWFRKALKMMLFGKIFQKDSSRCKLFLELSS
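test system = CHO RD-HGA16 cells carrying human TAAR1 plus Gα16 | schedule = 17-24 h seeding, 75 min 37 °C dye, 30 min RT | compound dosing = 3 µM single concentration | control set = DMSO and PEA EC100 | replicates = n 1 | signal = Fluo-8 fluorescence, 5 s baseline then 140 s kinetic read | measure = percent activation vs PEA EC100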
CHO-K1 Ca ag = nonselective activator or artifact in parental CHO-K1 cells; Fluo-8 calcium fluorescence; scaled to maximal ATP response, vehicle zero; activation, % at 3 µM; 360,000 tested, 0.48% active; AID 602248; in the data active = activation above about 15%;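 also: untransfected CHO-K1 host cells lacking M1 receptor as counterscreen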
M1 antag = human CHRM1 antagonism | P11229 | CHO-K1 hM1, Fluo-8 calcium fluorescence, ACh EC80 antagonist | AID 588852 | 360,000 tested, 1.3% active | inhibition, % at 3 µM;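 active = percent inhibition above its own plate's cutoff, namely the mean of that plate's compound wells plus 3 SD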;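 also: peak over basal fluorescence ratio during 140 s after agonist addition; 0% = ACh EC80 plus DMSO and 100% = DMSO alone without agonist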
Target sequence (P11229 whole entry, looked up): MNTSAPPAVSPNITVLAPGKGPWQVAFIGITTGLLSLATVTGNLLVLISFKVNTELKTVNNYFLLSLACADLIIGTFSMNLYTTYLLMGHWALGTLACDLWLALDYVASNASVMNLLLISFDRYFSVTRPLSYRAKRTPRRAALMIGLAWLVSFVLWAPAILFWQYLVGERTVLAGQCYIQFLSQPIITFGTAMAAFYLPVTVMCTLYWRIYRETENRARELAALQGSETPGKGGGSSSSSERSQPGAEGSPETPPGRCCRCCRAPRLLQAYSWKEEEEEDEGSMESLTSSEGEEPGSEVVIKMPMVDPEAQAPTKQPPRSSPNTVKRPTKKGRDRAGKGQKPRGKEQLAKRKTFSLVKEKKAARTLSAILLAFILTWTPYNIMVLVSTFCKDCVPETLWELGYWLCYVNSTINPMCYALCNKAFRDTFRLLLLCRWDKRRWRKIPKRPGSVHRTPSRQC
CHO parental Ca = counter-screen for OX1R antagonists: effect in parental CHO cells. 330,000 tested, 0.63% active. inhibition, % at 5.6 µM. AID 463079. parental CHO-K1, ATP-induced calcium, Fluo-8 fluorescence;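 active = inhibition above that plate's mean sample inhibition plus 3 SD, cut at about 26% in these data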;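 also: 0% = ATP-challenged DMSO wells and 100% = DMSO wells without ATP; some compounds past the cut are filed as inactive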
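Assay system: parental CHO cells; Read-out basis: percent inhibition of ATP-evoked calcium rise, normalized to controls; Benchmarks: ATP and no-ATP DMSO wells; Compound dosing: single nominal dose of 5.6 µM per compound; Signal: Fluo-8 calcium dye fluorescence; Also added: ATP as calcium-mobilizing challenge; Repeats: singlicate.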
M1 ag = activates human CHRM1 receptor. AID 588814. activation, % at 3 µM. CHO-K1 hM1, Fluo-8 calcium fluorescence, agonist mode; 0% DMSO, 100% acetylcholine EC100. 360,000 tested, 0.33% active;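 active = activation above the run's mean compound activation plus 3 SD, cut at about 16% in these data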;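 also: peak over basal fluorescence ratio within a 140 s kinetic read after compound addition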
CHO-K1 Ca antag = counter-screen for M1 antagonists: effect in parental CHO-K1 cells; ATP-induced calcium, Fluo-8 fluorescence; inhibition, % at 3 µM; 360,000 tested, 0.6% active;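 active = inhibition above a per-plate cutoff, the plate's mean sample inhibition plus 3 SD, cut at about 24% in these data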;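 also: 0% = DMSO plus EC80 ATP and 100% = DMSO alone without ATP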
TAAR1 antag = antagonists of human TAAR1. inhibition, % at 3 µM. Q96RJ0. 360,000 tested, 1.5% active. CHO RD-HGA16 TAAR1, Fluo-8 calcium fluorescence, antagonist;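 active = inhibition above a per-plate cutoff, the mean inhibition of test compounds on that plate plus 3 SD, cut at about 49% in these data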;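 also: 0% = DMSO plus EC80 beta-PEA response and 100% = DMSO alone without agonist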
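System: CHO RD-HGA16 cells bearing hTAAR1. Reagent: EC80 β-phenethylamine stimulus. Schedule: seeding 17-24 h prior, 75-min 37 °C, 30-min RT dye loading. Signal: Fluo-8 intracellular calcium dye fluorescence, real-time kinetic reads. Read-out: % inhibition from peak post-agonist over basal fluorescence ratio. Benchmarks: vehicle wells and EC80 agonist wells. Replicates: n of 1.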
M1 PAM = positive allosteric modulators of human M1 muscarinic receptor; P11229; 360,000 tested, 0.088% active; activation, % at 3 µM; CHO-K1 hM1, Fluo-8 calcium fluorescence, ACh EC20; 0% = ACh EC20, 100% = maximal ACh; AID 588819; in the data active = activation above about 19%, passing the limit was not always enough
Numbers without * were called inactive; / = no result given.

mol	M1 antag	TAAR1 ag	M1 ag	CHO-K1 Ca ag	TAAR1 antag	M1 PAM	CHO-K1 Ca PAM	CHO parental Ca	CHO-K1 Ca antag
O=C(NCc1ccccc1)c1ccc(NC2=NC3CS(=O)(=O)CC3S2)cc1 (stereo unspecified)	-8	/	-1	0.3	/	5	15	-11	-5
CCc1cc(CC)c(/C=N/NC(N)=O)c(CC)c1/C=N/NC(N)=O	-4	3	-1	0.5	6	-3	18	-8	-17
COc1ccc(-c2ccc3c(c2)C2CC3CCN2Cc2ccc(OC(F)(F)F)cc2)cc1 (stereo unspecified)	-11	2	0	0.3	-20	3	9	/	-13
COc1cccc(C(O)c2nc(/C=C/c3ccc(C(F)(F)F)cc3)cs2)c1 (stereo unspecified)	-8	1	-4	0.9	-19	4	35	/	-14
Cc1ccc(S(=O)(=O)NC2(C(F)(F)F)C(=O)Nc3c2c(=O)[nH]c(=O)n3-c2ccccc2)cc1 (stereo unspecified)	-15	0	-4	1.2	-6	10	24	-4	-12
CNC(=O)Nc1cccc2cccnc12	-9	3	-2	0.3	-12	7	12	-11	-7
COc1ccc(OCC(=O)O/N=C(\N)c2ccc(OC)c(OC)c2)cc1	-3	-2	-9	0.5	14	6	5	-12	6
CC(=O)c1cccc(NC(=O)CCc2nc3sc4c(c3c(=O)[nH]2)CCCC4)c1	-7	10	0	5.4	10	5	0	-21	-9
COc1ccc(NC(=O)Nc2ccc3nonc3c2)cc1	-1	6	6	5.8	-5	1	-5	-10	8
CCc1nc2c(OCCn3cccc3)cccn2c1N(C)C(=O)c1ccc(OC)cc1	-2	-1	-6	0.3	-3	7	10	/	2
Cc1ccc(C2CC(=O)NC(SCc3ccccc3)=C2C#N)o1 (stereo unspecified)	-6	/	-5	1.0	/	11	20	-9	-5
CCN(C(=O)CSc1ncccn1)c1c(N)n(Cc2ccccc2)c(=O)[nH]c1=O	-1	0	1	0.2	1	5	-12	/	-5
CN(C(=O)c1ccccc1-c1ncc[nH]1)C1CCCN(Cc2ccccc2F)C1 (stereo unspecified)	-9	-1	-5	0.4	-8	7	-14	-17	5
Cc1nc2ncnn2c(C)c1CCC(=O)NCc1ccc2c(c1)OCO2	-9	12	-3	-0.3	19	10	-2	6	7
O=C(CN1C(=O)c2ccccc2C1=O)Nc1sc2c(c1C(=O)NCc1ccco1)CCCC2	-34	2	-3	-0.3	6	7	12	5	-12
COC(=O)/C=c1\sc2n(c1=O)C(C)=CC(C)(C)N=2	3	10	-5	-0.2	5	-1	8	-10	0
Fc1cccc(COc2ccccc2CNc2ccccc2)c1	-1	0	-9	-0.6	-30	-1	11	-18	-5
CCn1ccnc1CN(C)Cc1cn(-c2ccc(C)cc2)nc1-c1cccc(C)c1	-16	0	1	-0.1	-7	5	4	-4	-1
Cc1ccc(N(CC(O)CN2C(=O)NC(C)(C)C2=O)S(=O)(=O)c2ccc(C)cc2)cc1 (stereo unspecified)	-6	1	-3	-0.1	-17	6	-3	-19	-6
CCc1nnc(NC(=O)CSc2nnc(C3CCCCC3)n2-c2ccccc2)s1	-3	7	-4	-0.4	5	1	18	-19	-13
O=C(Nc1ccccc1)c1sc2cc(C(F)(F)F)cnc2c1-c1cccs1	-34	5	-5	0.5	16	-7	17	-13	-18
CC(C)C(Nc1ccc(S(=O)(=O)N2CCOCC2)cc1[N+](=O)[O-])C(=O)O (stereo unspecified)	-13	4	0	0.3	-8	13	6	5	-3
O=C(Cn1cncc1-c1ccc([N+](=O)[O-])cc1)Nc1ccccc1F	2	11	-5	0.6	-30	2	3	-6	-17
CC(C(=O)NCc1ccccc1)n1cc([N+](=O)[O-])cn1 (stereo unspecified)	-11	8	-5	0.2	-19	9	-5	-3	-9
O=C1Nc2ccc(Br)cc2/C1=C/C(=O)c1ccccc1	-26	3	9	1.8	36	22	19	/	0

Following part.
mol	M1 antag	TAAR1 ag	M1 ag	CHO-K1 Ca ag	TAAR1 antag	M1 PAM	CHO-K1 Ca PAM	CHO parental Ca	CHO-K1 Ca antag
CCOc1ccccc1NC(=O)CCNS(=O)(=O)c1ccc2[nH]c(=O)oc2c1	14	2	-2	0.3	-6	-4	-14	-22	4
Brc1cc2c(cc1/C=N/Nc1nc(N3CCCC3)nc(N3CCOCC3)n1)OCO2	-12	5	-4	0.1	1	5	7	-10	3
CSc1cc(-c2ccc(Cl)cc2)c(C(=O)NC(C)C)s1	-24	8	-9	-0.8	25	-4	-4	-13	-1
O=C(NC1=NCCS1)c1cccs1	-23	5	-1	0.3	3	-2	6	8	-14
COc1cc(C(=O)N2C(=O)c3cccc(N)c3C2=O)cc(OC)c1OC	-15	-1	-5	0.8	5	11	13	-10	-10
C[C@@H]1CN([C@H](C)CO)C(=O)CCCn2cc(nn2)CO[C@H]1CN(C)C(=O)Nc1ccccc1C(F)(F)F	9	0	-2	-0.3	15	-5	-9	/	-5
COc1ccc([C@H]2CC(=O)C=C(c3cccc(OC)c3OC)C2)cc1OC	18	14	4	8.9	52*	-20	-10	-5	-3
COc1ccc(C)cc1NC(=O)c1cc2c(=O)n3ccccc3nc2n1C	-1	8	-5	11	-9	5	7	-9	-2
Cc1nnc(SCC(=O)Nc2cccc(S(=O)(=O)NC3=NCCCCC3)c2)n1Cc1ccccc1	-2	0	-5	0.1	9	4	6	-16	-10
Cc1ccc(NC(=O)CSc2nc(NS(=O)(=O)c3ccc(C)cc3)cc(=O)[nH]2)cc1	-3	10	-7	0.5	7	0	6	14	-2
Cc1cc(Br)c(S(=O)(=O)n2nnc3ccccc32)cc1C	-2	1	-3	-0.1	2	2	-5	-6	-4
O=C(Cc1cccc2ccccc12)NN1C(=O)C2C(C1=O)C1C=CC2C12CC2 (stereo unspecified)	4	2	-4	0.5	-10	3	1	-13	8
O=C(NCCCN1CCC(Cc2ccccc2)CC1)C1CC(=O)N(C2CCCCCC2)C1 (stereo unspecified)	20	3	-14	0.3	-2	-15	5	-24	-17
CCC1CCC(c2nnc(-c3ccc([N+](=O)[O-])cc3)o2)CC1 (stereo unspecified)	-10	-2	-7	1.4	-2	5	21	-13	-5
CCOc1cc(S(=O)(=O)NCc2ccc(OC)cc2)c(OCC)cc1-n1cnnn1	-6	2	-3	0.7	-1	9	-15	-24	-3
Cc1ccnc(NS(=O)(=O)c2ccc(Cl)nc2)c1	-11	0	0	0.6	-11	4	17	-6	-14
O=C(O)CCC(=O)Nc1nc(-c2ccccc2)cs1	-7	9	-3	0.4	-14	5	20	-11	-2
COCCNC(=S)N(C)C1(c2ccccc2Cl)CCCCC1=O (stereo unspecified)	-2	8	1	-0.5	10	5	8	-24	-10
COc1cc(/C=C/C(=O)OCC(=O)c2ccc[nH]2)ccc1O	-9	6	0	0.8	-7	11	9	/	-3
NC(=O)c1nnn(-c2cccc(C(F)(F)F)c2)c1-c1ccccc1	-16	4	-4	1.7	-7	9	18	-13	-10
O=C(CCCC(=O)c1ccccc1)NCCc1ccccc1	-10	47*	1	0.5	75*	12	0	-12	-4
CCC(C(=O)OCC(=O)N1CCN(c2ccc(OC)cc2)CC1)c1ccccc1 (stereo unspecified)	-6	1	-2	6.2	-7	3	18	-20	-20
COc1ccc(-c2noc(CCC(=O)N3CCN(c4cccc(C)c4C)CC3)n2)cc1	6	-1	-4	0.0	-22	-4	-5	-24	0
O=C(O)C1C=CCC(C(=O)O)C1 (stereo unspecified)	-3	1	-2	0.3	-23	2	8	/	-8
Cc1ccc(S(=O)(=O)NNC(=S)Nc2cccc(F)c2)cc1	-15	-1	-1	1.0	18	16	15	-20	-10

Some of these compounds in order of number of heavy atoms, rising:
mol	M1 antag	TAAR1 ag	M1 ag	CHO-K1 Ca ag	TAAR1 antag	M1 PAM	CHO-K1 Ca PAM	CHO parental Ca	CHO-K1 Ca antag
O=C(O)CCC(=O)Nc1nc(-c2ccccc2)cs1	-7	9	-3	0.4	-14	5	20	-11	-2
Cc1cc(Br)c(S(=O)(=O)n2nnc3ccccc32)cc1C	-2	1	-3	-0.1	2	2	-5	-6	-4
C[C@@H]1CN([C@H](C)CO)C(=O)CCCn2cc(nn2)CO[C@H]1CN(C)C(=O)Nc1ccccc1C(F)(F)F	9	0	-2	-0.3	15	-5	-9	/	-5

Carrying on:
mol	M1 antag	TAAR1 ag	M1 ag	CHO-K1 Ca ag	TAAR1 antag	M1 PAM	CHO-K1 Ca PAM	CHO parental Ca	CHO-K1 Ca antag
COC(=O)CC(NS(=O)(=O)c1cccs1)c1cccc2ccccc12 (stereo unspecified)	5	1	-4	0.6	9	1	14	-19	-9
Cc1ccccc1C(=O)NC1CCN(CC(=O)Nc2ccc(Br)cc2)CC1	-16	0	-1	1.5	2	12	8	-15	-4
O=C(CN(C(=O)CNS(=O)(=O)c1ccccc1)c1ccc2c(c1)OCCO2)NCc1ccco1	-17	2	-3	-0.1	17	1	-5	-6	6
O=C(O)c1c(NC(=O)N2CCOCC2)sc2c1CCCC2	-16	0	-4	-0.3	-9	10	-1	-5	-18
CNc1cc([N+](=O)[O-])ccc1N/C=C/C(=O)c1cccs1	1	0	-3	0.1	3	1	-6	-7	6
O=C(COC(=O)C1CC(O)CN1S(=O)(=O)c1ccc(Cl)cc1)c1ccccc1Cl (stereo unspecified)	-4	6	-1	4.2	-2	11	24	-12	-9
CN(Cc1nc(-c2cnccn2)no1)C1CC(C)(C)NC(C)(C)C1	-5	1	-2	0.5	-19	2	11	-1	-21
COc1ccc(NC(=O)c2cc3ccccc3oc2=O)cc1	0	2	-3	0.3	-10	3	20	/	-11

Source: PubChem (The Scripps Research Institute Molecular Screening Center)

Random draw from the library; 4.4% or so of the library scored in one or more.
